EBV gp42 block – EBV gp42 inhibition; Q1HVG2; Fluorescence polarization binding assay, mP read-out; inhibition, % (tested at 21.74 µM); 220,000 tested, 0.42% active; AID 1085; in the data active means inhibition above about 50%
Target sequence (Q1HVG2 whole entry, looked up): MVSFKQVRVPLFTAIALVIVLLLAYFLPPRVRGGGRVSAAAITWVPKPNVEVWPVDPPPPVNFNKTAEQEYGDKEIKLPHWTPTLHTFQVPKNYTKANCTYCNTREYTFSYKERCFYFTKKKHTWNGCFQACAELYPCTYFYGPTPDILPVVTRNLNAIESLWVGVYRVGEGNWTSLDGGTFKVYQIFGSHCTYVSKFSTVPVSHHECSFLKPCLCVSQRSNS
Tb hexokinase – T. brucei hexokinase 1 inhibition; inhibition, % at 10 µM; recombinant TbHK1, G6PDH-coupled NADH A340; AID 1430; 220,000 tested, 0.11% active;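 active means inhibition of 50% or more in the single-dose primary screen; inactive means inhibition below 50%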
m-calpain inh – calpain II (pig) inhibition; 220,000 tested, 0.37% active; purified calpain II, fluorogenic peptide substrate, 30 min; inhibition, % at 16 µM;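 active means inhibition above about 50%, limit read from the data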
TRPML3 ag – activates the human TRPML3 channel | 220,000 tested, 0.29% active | HEK293 TRPML3-YFP, Fluo-8 calcium fluorescence; 100% = the carbachol control signal | AID 1448 | activation, % at 3 µM;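 active means activation above its plate's cutoff, the mean activation of the plate's test wells plus 3 SD, cut at about 12% in these data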;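 further: 0% = DMSO only wells and 100% = carbachol wells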
Target sequence (Q8TDD5 whole entry, looked up): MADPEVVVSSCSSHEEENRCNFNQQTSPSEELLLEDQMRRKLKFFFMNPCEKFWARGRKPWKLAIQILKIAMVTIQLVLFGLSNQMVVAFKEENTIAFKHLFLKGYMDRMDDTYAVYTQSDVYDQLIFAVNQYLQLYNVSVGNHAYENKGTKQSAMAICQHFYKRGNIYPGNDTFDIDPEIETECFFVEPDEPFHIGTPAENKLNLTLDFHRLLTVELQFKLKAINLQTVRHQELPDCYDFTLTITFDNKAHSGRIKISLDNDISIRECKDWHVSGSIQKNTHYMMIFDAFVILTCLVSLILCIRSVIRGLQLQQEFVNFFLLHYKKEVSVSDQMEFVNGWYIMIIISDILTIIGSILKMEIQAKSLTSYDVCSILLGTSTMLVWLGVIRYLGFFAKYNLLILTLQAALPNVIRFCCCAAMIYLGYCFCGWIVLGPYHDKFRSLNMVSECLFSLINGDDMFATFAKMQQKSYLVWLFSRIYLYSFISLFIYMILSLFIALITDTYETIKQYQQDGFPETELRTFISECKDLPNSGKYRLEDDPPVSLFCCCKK
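Material: TRPML3-YFP stable HEK293 cells | Dosing: One concentration, 3 µM nominal, 0.3% DMSO | Timing: 125 s total fluorescence read per well | Technique: Fluo-8 calcium dye fluorescence, ex 470-495, em 515-575 nm | Measure: Percent activation from peak-to-basal fluorescence ratio, scaled between DMSO and carbachol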
zfTRPN1 agonist – zebrafish TRPN1 (NompC) channel agonism; HEK293 zebrafish TRPN1-YFP, Fluo-8 calcium fluorescence; 100% = response to 87 µM carbachol; activation, % at 3 µM; 220,000 tested, 0.18% active;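 active means activation above its plate's cutoff, the mean activation of test wells on that plate plus 3 SD, cut at about 19% in these data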;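 further: 0% = DMSO alone and 100% = 87 µM carbachol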
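Material: zebrafish TRPN1-YFP in HEK293 cells; Doses: single test compound dose, 3 µM nominal, 0.3% DMSO; Timing: dye loading 1 h at 37 °C, then 30 min room temperature; Technique: intracellular calcium fluorescence with Fluo-8; Benchmarks: high carbachol 87 µM, low DMSO alone.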
PPC-1+TRAIL kill – PPC-1 cancer cell killing with TRAIL present. cell killing (% activity), % at 4 µM. AID 1443. 220,000 tested, 0.41% active. PPC-1 cells + TRAIL, ATPLite viability luminescence;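 active means cell killing above 50% in the first pass at 4 µM, then a duplicate retest at 5 µM averaging 50% or more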;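 further: plate controls were cells with TRAIL plus DMSO for no effect and medium-only wells lacking cells for full effect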
KCC2 mod – modulates chloride dependent transport by human KCC2. B-score of Tl+ flux slope (higher = more flux/activation; lower = inhibition) at 10 µM. KCC2 cells, thallium flux FluoZin-2 fluorescence. AID 1456. 190,000 tested, 2.2% active;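 active means thallium flux slope and its plate-corrected score both differing from the plate sample mean at a set confidence after two filtering rounds, in either direction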;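 further: slope of fluorescence scaled to starting intensity during 10 to 20 s after thallium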
Furin inhibitor – human furin inhibition; P09958; purified furin, fluorogenic substrate cleavage; inhibition, % at 30 µM; 220,000 tested, 0.061% active; AID 463115; in the data active means inhibition above about 25%; further: inactives centre near -15
Thrombin inh – thrombin (human) inhibition. P00734. alpha-thrombin, Boc-VPR-AMC fluorogenic substrate cleavage. inhibition, % at 5 µM. 220,000 tested, 0.26% active. AID 1046;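 active means inhibition at or above 40%; inactive means inhibition below 40%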;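 further: 0% = enzyme with no compound and 100% = wells without enzyme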
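Material: human alpha-thrombin enzyme / Medium: pH 7.5 Tris (50 mM) with NaCl 150 mM, Tween 20 0.05% / Compound: single-point dosing at 5 µM, 0.2% DMSO / Incubation: enzyme reaction carried out at room temperature / Detection: AMC fluorescence, 355/460 nm / Read-out basis: percent inhibition scaled between no-compound controls and no-enzyme blanks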
* hit, by the source's call; [ ] = another dose, or the depositor's remark.

Screening CCSC1=NN2CCS(=O)(=O)N=C2S1 returned EBV gp42 block -5, Tb hexokinase -1, m-calpain inh -19, TRPML3 ag 1.1, zfTRPN1 agonist 1.4, PPC-1+TRAIL kill 36, KCC2 mod -0.82, Furin inhibitor -35 and Thrombin inh -1.
Screening Cc1ccsc1C1CC(=O)Nc2ccccc2S1 (stereo not drawn) returned EBV gp42 block 1, Tb hexokinase 11, m-calpain inh -2, TRPML3 ag 0.6, zfTRPN1 agonist -0.8, PPC-1+TRAIL kill 9, KCC2 mod -0.47, Furin inhibitor -6 and Thrombin inh 2.
O=C(CN(C(=O)Cn1nnc(-c2ccc(F)cc2)n1)c1ccc(F)c(Cl)c1)NCC1CCCO1 (stereo not drawn) was read as EBV gp42 block -6, Tb hexokinase 0, m-calpain inh 34, TRPML3 ag 0.7, zfTRPN1 agonist 3.1, KCC2 mod -1.5, Furin inhibitor -8 and Thrombin inh -8.
For O=C(c1ccco1)[C@@H]1[C@@H]2C(=O)N(c3ccc(Br)cc3)C(=O)[C@@H]2C2c3ccccc3C=CN21 (stereo partly drawn) the results were Tb hexokinase -10, TRPML3 ag -0.1, zfTRPN1 agonist 0.8, PPC-1+TRAIL kill 16 and Furin inhibitor -1.
For CC1(C)CC(=O)C(C=NCC2CCCO2)=C(O)C1 (stereo not drawn) the results were EBV gp42 block -20, Tb hexokinase 32, m-calpain inh -1, TRPML3 ag -0.5, zfTRPN1 agonist 0.0, PPC-1+TRAIL kill 12, KCC2 mod 0.72, Furin inhibitor 4 and Thrombin inh -9.
`CCOP(=O)(/C(C#N)=C(/O)c1ccccc1)c1ccccc1` (stereo not drawn) gave EBV gp42 block -22, Tb hexokinase -11, m-calpain inh -3, TRPML3 ag 0.3, zfTRPN1 agonist -0.2, PPC-1+TRAIL kill 2, KCC2 mod -0.84, Furin inhibitor -17 and Thrombin inh -12.
CCOC(=O)C1(C)NC(c2cccs2)C2C(=O)N(c3ccc(OC)cc3)C(=O)C21 (stereo not drawn) was read as EBV gp42 block -10, Tb hexokinase 4, m-calpain inh -13, TRPML3 ag 0.0, zfTRPN1 agonist -0.1, PPC-1+TRAIL kill 8, KCC2 mod -0.86, Furin inhibitor -4 and Thrombin inh 9.
COc1ccc(CC(=O)O/N=C(\N)c2ccc(OC)cc2)cc1 was read as EBV gp42 block -3, Tb hexokinase -6, m-calpain inh -2, TRPML3 ag 0.5, zfTRPN1 agonist -0.4, PPC-1+TRAIL kill -36, KCC2 mod 0.69, Furin inhibitor -19 and Thrombin inh 0.
`C=CCNC(=S)Nc1ccc(OC(F)F)c(Cl)c1` gave EBV gp42 block -4, Tb hexokinase -8, m-calpain inh -5, TRPML3 ag 2.5, zfTRPN1 agonist 3.1, PPC-1+TRAIL kill 17, KCC2 mod 0.38, Furin inhibitor -18 and Thrombin inh -1.
`CCOC(=O)c1c(C)[nH]c(C(=O)N/N=C/c2cccc(OC)c2)c1C` gave EBV gp42 block 6, Tb hexokinase -4, m-calpain inh 22, TRPML3 ag 0.6, zfTRPN1 agonist 2.6, PPC-1+TRAIL kill -12, KCC2 mod -0.56, Furin inhibitor -13 and Thrombin inh -8.
`CC(C)(C)c1ccc(C(=O)Oc2ccccc2CCC(=O)O)cc1` gave EBV gp42 block -13, Tb hexokinase 1, m-calpain inh 28, TRPML3 ag 0.2, zfTRPN1 agonist 1.3, PPC-1+TRAIL kill -8, KCC2 mod -3.3, Furin inhibitor -13 and Thrombin inh -3.
Screening CCN(CC)c1ccc(NC(=O)c2cccnc2)c(C)c1 returned EBV gp42 block 11, Tb hexokinase -9, m-calpain inh 17, TRPML3 ag 0.1, zfTRPN1 agonist -0.1, PPC-1+TRAIL kill 1, KCC2 mod -0.3, Furin inhibitor -20[20 µM] and Thrombin inh 29.
Screening C/C(=N\NC(=O)c1cccc(S(=O)(=O)N2CCOCC2)c1)c1ccco1 returned EBV gp42 block -16, Tb hexokinase -21, m-calpain inh 0, TRPML3 ag 0.5, zfTRPN1 agonist 0.7, PPC-1+TRAIL kill 8, KCC2 mod 0.018, Furin inhibitor -15 and Thrombin inh 1.
CNC(=O)Cc1csc2ccc(Cl)cc12 was read as EBV gp42 block -14, Tb hexokinase 0, m-calpain inh -4, TRPML3 ag -0.8, zfTRPN1 agonist -1.6, PPC-1+TRAIL kill 7, KCC2 mod 0.85, Furin inhibitor -19[20 µM] and Thrombin inh -6.
For Cn1c(CCNC(=O)c2ccco2)nc2cc(NC(=O)C3CCCCC3)ccc21 the results were EBV gp42 block -16, Tb hexokinase 0, m-calpain inh -7, TRPML3 ag 0.1, zfTRPN1 agonist 0.5, PPC-1+TRAIL kill -16, KCC2 mod 1.5, Furin inhibitor -5[20 µM] and Thrombin inh -1.
Screening CN(C)CCCNC(=O)c1ccccn1 returned EBV gp42 block -7, Tb hexokinase -7, m-calpain inh -10, TRPML3 ag 0.8, zfTRPN1 agonist -0.9, PPC-1+TRAIL kill 3, KCC2 mod -0.15, Furin inhibitor -24[20 µM] and Thrombin inh -6.
`COCC(=O)NC1CCN(CC(=O)Nc2ccc(OC)cc2[N+](=O)[O-])CC1` gave EBV gp42 block -19, Tb hexokinase 10, m-calpain inh 9, TRPML3 ag 0.3, zfTRPN1 agonist -0.3, PPC-1+TRAIL kill 17, Furin inhibitor -12 and Thrombin inh 1.
COCCn1c(SCC(=O)Nc2ccc(Cl)cn2)nnc1-c1ccncc1 was read as EBV gp42 block -14, Tb hexokinase -6, m-calpain inh -25, TRPML3 ag 0.6, zfTRPN1 agonist 0.6, PPC-1+TRAIL kill -21, KCC2 mod 0.21, Furin inhibitor -33 and Thrombin inh 10.
CCC(C)NC(=O)C1CCC(=O)N1Cc1ccc(C)cc1 (stereo not drawn) was read as EBV gp42 block 11, Tb hexokinase -8, m-calpain inh 14, TRPML3 ag 0.5, zfTRPN1 agonist -0.1, PPC-1+TRAIL kill 19, Furin inhibitor -22 and Thrombin inh 10.
CCOC(=O)Nc1ccc2c(c1)N(C(=O)N1CCN(C)CC1)c1ccccc1CC2 was read as EBV gp42 block -20, Tb hexokinase 2, m-calpain inh -7, TRPML3 ag 1.2, zfTRPN1 agonist -1.7, PPC-1+TRAIL kill 6, KCC2 mod -0.5, Furin inhibitor -30 and Thrombin inh -2.
Screening Cc1cc(/C=C2\SC(=O)NC2=O)c(C)n1-c1ccc(N2CCOCC2)cc1 returned EBV gp42 block -21, Tb hexokinase -40, m-calpain inh -4, TRPML3 ag -0.5, zfTRPN1 agonist 2.1, PPC-1+TRAIL kill -1, KCC2 mod 0.24, Furin inhibitor 18 and Thrombin inh -2.
Screening CC(C)(SC(=S)N1CCOCC1)C(=O)O returned EBV gp42 block -18, Tb hexokinase -1, m-calpain inh -4, TRPML3 ag 0.2, zfTRPN1 agonist 1.5, PPC-1+TRAIL kill -3, KCC2 mod 0.51, Furin inhibitor -15[20 µM] and Thrombin inh -2.
Cc1c(Cl)c([N+](=O)[O-])nn1CC(=O)Nc1ccc2c(c1)OCO2 was read as EBV gp42 block 9, Tb hexokinase 34, m-calpain inh 30, TRPML3 ag 0.8, zfTRPN1 agonist -1.6, PPC-1+TRAIL kill 2, KCC2 mod 0.0081, Furin inhibitor -5 and Thrombin inh -14.
Screening C=CCn1c(C)cc(C(=O)COC(=O)CNC(=O)c2ccccc2)c1C returned EBV gp42 block -11, Tb hexokinase 1, m-calpain inh 27, TRPML3 ag -1.1, zfTRPN1 agonist 1.9, PPC-1+TRAIL kill 1, KCC2 mod -0.27, Furin inhibitor -16 and Thrombin inh 28.

Next part, overlapping the part above by three compounds.
Screening CC(C)(SC(=S)N1CCOCC1)C(=O)O returned EBV gp42 block -18, Tb hexokinase -1, m-calpain inh -4, TRPML3 ag 0.2, zfTRPN1 agonist 1.5, PPC-1+TRAIL kill -3, KCC2 mod 0.51, Furin inhibitor -15[20 µM] and Thrombin inh -2.
Cc1c(Cl)c([N+](=O)[O-])nn1CC(=O)Nc1ccc2c(c1)OCO2 was read as EBV gp42 block 9, Tb hexokinase 34, m-calpain inh 30, TRPML3 ag 0.8, zfTRPN1 agonist -1.6, PPC-1+TRAIL kill 2, KCC2 mod 0.0081, Furin inhibitor -5 and Thrombin inh -14.
Screening C=CCn1c(C)cc(C(=O)COC(=O)CNC(=O)c2ccccc2)c1C returned EBV gp42 block -11, Tb hexokinase 1, m-calpain inh 27, TRPML3 ag -1.1, zfTRPN1 agonist 1.9, PPC-1+TRAIL kill 1, KCC2 mod -0.27, Furin inhibitor -16 and Thrombin inh 28.
O=C(N/N=C/c1ccc(Sc2nc3ccccc3s2)c([N+](=O)[O-])c1)c1ccccn1 was read as Tb hexokinase -2, TRPML3 ag -0.3, zfTRPN1 agonist 1.5, PPC-1+TRAIL kill 7, KCC2 mod -0.38, Furin inhibitor -12[20 µM] and Thrombin inh 4.
`Cc1ccc(-c2nnn(CC(=O)N(Cc3cccs3)C(C(=O)NC(C)(C)C)c3ccc(C)o3)n2)o1` (stereo not drawn) gave EBV gp42 block -19, Tb hexokinase 0, m-calpain inh -33, TRPML3 ag -1.6, zfTRPN1 agonist 0.3, PPC-1+TRAIL kill -2, KCC2 mod 0.039, Furin inhibitor -28[20 µM] and Thrombin inh 0.
`CCCCOC(=O)C1=C(C)Nc2ncnn2C1c1cc(OC)c(OC)cc1OC` (stereo not drawn) gave EBV gp42 block -11, Tb hexokinase -8, m-calpain inh -15, TRPML3 ag -0.7, zfTRPN1 agonist -0.6, PPC-1+TRAIL kill 0, KCC2 mod 0.66, Furin inhibitor -19 and Thrombin inh 2.
Screening COC(=O)CCC(=O)Nc1ccc(C)cc1OC(=O)CCC(=O)OC returned EBV gp42 block -5, Tb hexokinase 3, m-calpain inh -49, TRPML3 ag 1.4, zfTRPN1 agonist 0.8, PPC-1+TRAIL kill 15, KCC2 mod 1.1, Furin inhibitor -25[20 µM] and Thrombin inh -6.
For COc1ccc(N(CC(=O)NCc2ccco2)S(=O)(=O)c2ccc(C)cc2)cc1 the results were EBV gp42 block -20, Tb hexokinase 1, m-calpain inh -12, TRPML3 ag 0.0, zfTRPN1 agonist -1.1, PPC-1+TRAIL kill 14, KCC2 mod 0.78, Furin inhibitor -18 and Thrombin inh 1.
For Cc1ccc(-c2cc(C(=O)NCc3ccc4c(c3)OCO4)[nH]n2)c(O)c1C the results were EBV gp42 block -13, Tb hexokinase 2, m-calpain inh -17, TRPML3 ag 0.5, zfTRPN1 agonist 0.5, PPC-1+TRAIL kill 11, KCC2 mod 5.5, Furin inhibitor -36 and Thrombin inh 0.

Among those listed so far, these have fluorine:
O=C(CN(C(=O)Cn1nnc(-c2ccc(F)cc2)n1)c1ccc(F)c(Cl)c1)NCC1CCCO1 (stereo not drawn) was read as EBV gp42 block -6, Tb hexokinase 0, m-calpain inh 34, TRPML3 ag 0.7, zfTRPN1 agonist 3.1, KCC2 mod -1.5, Furin inhibitor -8 and Thrombin inh -8.
`C=CCNC(=S)Nc1ccc(OC(F)F)c(Cl)c1` gave EBV gp42 block -4, Tb hexokinase -8, m-calpain inh -5, TRPML3 ag 2.5, zfTRPN1 agonist 3.1, PPC-1+TRAIL kill 17, KCC2 mod 0.38, Furin inhibitor -18 and Thrombin inh -1.
